PDI inh – inhibitors of human PDI, primary screen, biochemical, turbidity, single point, plate reader; PDI insulin aggregation turbidity, A650, 90 min; inhibition, % at 10 µM; actives 0.052% (n = 350,000); AID 588391, 2011;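 active = mean inhibition across replicates of 30% or more, whatever share of single replicates reach that level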;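 note: absorbance from insulin aggregation driven by PDI reduction with DTT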
Target sequence (P07237 whole entry, looked up): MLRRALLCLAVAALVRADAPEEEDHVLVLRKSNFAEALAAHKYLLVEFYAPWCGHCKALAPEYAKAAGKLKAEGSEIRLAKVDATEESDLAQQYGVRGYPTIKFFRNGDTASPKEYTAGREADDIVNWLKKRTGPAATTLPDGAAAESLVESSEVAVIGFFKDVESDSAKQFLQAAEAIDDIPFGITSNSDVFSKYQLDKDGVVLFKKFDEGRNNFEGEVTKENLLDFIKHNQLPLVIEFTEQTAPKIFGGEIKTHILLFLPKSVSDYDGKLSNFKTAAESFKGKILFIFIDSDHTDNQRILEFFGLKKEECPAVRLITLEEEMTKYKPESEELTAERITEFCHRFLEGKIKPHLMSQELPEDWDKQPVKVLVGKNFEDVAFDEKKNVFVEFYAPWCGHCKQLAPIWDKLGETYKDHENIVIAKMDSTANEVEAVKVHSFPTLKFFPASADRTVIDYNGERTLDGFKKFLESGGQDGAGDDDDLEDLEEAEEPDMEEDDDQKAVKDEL
NR2E3 ag-1 – NR2E3 agonists in two-hybrid cells, primary screen, cell-based, luminescence, CHO-S, Gal4-NCOR/VP16-NR2E3; AID 602229, 2012; inhibition of corepressor binding, % at 3.98 µM; Photoreceptor-specific nuclear receptor (Homo sapiens), Q9Y5X4; actives 0.35% (n = 360,000); luciferase;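 active = inhibition above the mean of all tested compounds plus 3 SD, cut at about 70% in these data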;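 note: 0% = DMSO with NR2E3 transfected cells and 100% = cells lacking NR2E3 construct; higher means lower luciferase signal from less NR2E3 corepressor binding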
Peg3 promoter – Peg3 promoter-driven luciferase inhibitors, primary screen, cell-based, HeLa, luciferase luminescence; inhibition, % at 20 µM; AID 588405, 2011; actives 1.7% (n = 360,000); HeLa PEG-Prom luciferase reporter, overnight;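 active = inhibition of at least 50% at 20 µM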
HIF-2a inh – HIF-2a reporter inhibitors, primary screen, luminescence, 786-0 RCC cells. inhibition, % at 18.8 µM. 786-0 RCC cells HIF-2a reporter, luciferase luminescence, overnight. actives 0.72% (n = 360,000);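 active = inhibition of the luminescence signal of 40% or more relative to plate controls, in a single-dose primary screen at 18.75 µM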
CaV13 ICDI inh – Primary screen for inhibitors of IQ motif and Ca2+-dependent inactivation inhibitor domain binding in CACNA1D, Förster resonance energy transfer in living cells, …; HEK cells, CFP/YFP FRET ICDI-IQ, plate reader, 10 min; percent FRET-ratio fall versus neutral wells; inhibition, % at 12.3 µM; actives 0.098% (n = 340,000); AID 743397;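 active = mean replicate inhibition of at least 30% and at least 1% of replicates passing that level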;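 note: 0% = median of the neutral control wells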
MITF TRPM1 inh – inhibitors of MITF-dependent TRPM1 promoter reporter, primary screen, cell-based, SK-MEL-5, single point, luciferase | actives 0.83% (n = 330,000) | SK-MEL-5 TRPM1 promoter luciferase, 24 h | AID 488899, 2010 | inhibition, % at 12.5 µM;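 active = mean inhibition across replicates of 60% or more, whatever share of single replicates reaches that level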; note: values of inactives mirror those of a sister screen read the other way
hiPSC survival – enhancers of single-cell hiPSC survival, primary screen, ATPlite luminescence | 100% = ROCK inhibitor wells, 0% = DMSO | survival enhancement, % at 20 µM | actives 0.044% (n = 360,000) | AID 602274, 2012; in the data active = survival enhancement above about 18%;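 note: cells exposed to compounds for 16 hours before the ATP read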
H9c2 protect – cardioprotection against H2O2-induced cell death, primary screen, uHTS, H9c2 cells, ATPLite luminescence; H9c2 cardiomyocytes, H2O2 injury protection, 2 h; protection from H2O2 cell death, % at 20 µM; actives 0.63% (n = 360,000); AID 588492, 2011;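 active = compounds giving at least 50% protection of heart cells from peroxide-induced death in the single-dose screen, raw or plate-pattern-corrected value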;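 note: 0% = DMSO wells with peroxide and 100% = DMSO wells without peroxide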
Shn3 inh set2 – reduction of Shn3 3'UTR firefly luciferase signal, primary screen, Schnurri-3 inhibitor project, cell-based, Clone20 osteoblasts, set 2 | actives 0.52% (n = 360,000) | Clone20 osteoblast Shn3 3'UTR firefly luciferase, 24 h | inhibition, % at 12.5 µM;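 active = mean inhibition of at least 75% with every replicate also reaching 75%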;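 note: 0% = median of neutral control wells and 100% = pilot-screen positive control compound; some compounds past the cut are filed as inactive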
NR2E3 ag-2 – inhibitors of NR2E3-RetCOR corepressor binding, primary screen, NR2E3 agonist project, biochemical, TR-FRET, GST-NR2E3, biotin-RetCOR | inhibition of corepressor binding, % at 4.78 µM | 1536-well | actives 0.12% (n = 320,000) | AID 2300, 2010;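 active = percent inhibition above the cutoff of mean plus 3 SD of all tested compounds, set per screening campaign, cut at about 20% in these data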;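 note: 0% = DMSO wells and 100% = biotin wells as full block of FRET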
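system = GST-tagged NR2E3 plus biotinylated RetCOR corepressor | input = 1.35 nM GST-NR2E3 | also added = 7 nM biotin-RetCOR | schedule = 5 h incubation at 4 °C | measured by = TR-FRET with europium anti-GST and streptavidin-D2, 340 nm excitation | read-out = percent loss of FRET ratio relative to control wells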
HTR2A ag – mouse Htr2a agonists via beta-arrestin recruitment, primary screen, cell-based, luminescence | activation, % at 7.6 µM | CHO-K1 mHTR2A beta-arrestin complementation; percent of 30 µM serotonin response | actives 0.66% (n = 360,000);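 active = activation above a run cutoff, the mean activation of all tested compounds plus 3 SD, cut at about 14% in these data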;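 note: 0% = plate median of compound wells and 100% = 30 µM serotonin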
Target sequence (P35363 whole entry, looked up): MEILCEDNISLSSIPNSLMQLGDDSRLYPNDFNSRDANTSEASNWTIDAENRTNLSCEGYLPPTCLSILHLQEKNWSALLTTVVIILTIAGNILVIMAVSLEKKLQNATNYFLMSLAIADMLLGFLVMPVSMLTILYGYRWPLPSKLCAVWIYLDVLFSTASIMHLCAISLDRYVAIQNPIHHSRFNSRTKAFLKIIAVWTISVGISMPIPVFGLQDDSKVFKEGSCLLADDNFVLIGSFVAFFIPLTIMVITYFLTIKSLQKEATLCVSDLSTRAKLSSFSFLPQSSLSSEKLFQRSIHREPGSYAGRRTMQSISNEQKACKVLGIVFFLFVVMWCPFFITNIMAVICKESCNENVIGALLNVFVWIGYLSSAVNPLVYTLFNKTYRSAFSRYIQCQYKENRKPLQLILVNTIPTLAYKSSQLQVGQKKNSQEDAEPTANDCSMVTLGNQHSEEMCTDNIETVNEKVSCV
Active calls of the source: *; · = not tested or not shown.

Order of results: PDI inh, NR2E3 ag-1, Peg3 promoter, HIF-2a inh, CaV13 ICDI inh, MITF TRPM1 inh, hiPSC survival, H9c2 protect, Shn3 inh set2, NR2E3 ag-2, HTR2A ag
> CCOCCCn1c(SCc2ccccc2)nnc1-c1ccncc1
  5, -16, 4, 16, -3, 3, -0.2, 8, -6, 1, -8
> COc1ccccc1NS(=O)(=O)c1cc(C(=O)NC2CC(C)(C)NC(C)(C)C2)ccc1Cl
  3, -16, -18, 2, -2, -11, 3.0, 12, -2, ·, -7
> CCOc1ccc2[nH]c(C)c(CN(C)C)c(=O)c2c1
  5, -32, 7, 8, -9, 14, -1.4, 2, 12, 0, -1
> Cc1cccc(N(CC(=O)NCc2ccccc2)C(=O)CCC(=O)Nc2nccs2)c1
  -3, 0, 5, 9, -3, 2, 0.5, -8, 3, 3, -5
> O=C(NC(O)C(=O)c1ccccc1)c1ccc(F)cc1 (centres undefined)
  12, -25, 3, 5, -3, -18, -0.6, 10, 4, 4, 1
> NC(=O)C1(N2CCCCC2)CCN(C(=O)CSc2nc3ccccc3[nH]2)CC1
  -3, 7, -1, -5, ·, 1, -1.2, 10, 14, -2, -1
> Cc1ccc(N2C(=O)C3ON(c4ccccc4)C(c4ccncc4)C3C2=O)c(C)c1 (centres undefined)
  8, -6, -9, 9, -4, 0, 4.3, -1, 27, -2, 0
> Cc1cc(C)c(NC(=O)CNC(=O)CN(C)Cc2ccc(Br)s2)c(C)c1
  3, -10, 6, -2, -2, 4, 1.6, 5, 10, 2, 1
> CN(C)/C=C(\C(=O)c1ccc(F)cc1F)c1nnnn1-c1ccccc1
  -15, -16, -8, 14, -16, -3, 0.8, -2, 4, -1, -1
> CN1C(=O)C2(c3ccccc31)C1CCCC=C1C(C#N)=C(N)C2(C#N)C#N (centres undefined)
  -14, 1, 2, 8, -3, 12, 1.1, 14, 1, 2, 1
> Cc1cc(NS(=O)(=O)c2c(C)c(C)cc(C)c2C)no1
  5, -19, 25, 7, -5, -3, 0.0, 1, 3, 1, -5
> O=C(CC1C(=O)NCCN1C(=O)c1ccc([N+](=O)[O-])cc1)Nc1cccc(Cl)c1 (centres undefined)
  0, -16, 23, 2, -7, 1, -0.3, -2, -14, 5, -1
> CCC(=O)NC(=S)Nc1cccc(NC(=O)CC)c1
  -13, 11, 7, 21, -5, -8, 1.8, 8, 17, 4, 3
> O=C(NCC1CCCO1)c1ccc(CS(=O)(=O)c2ccc(Br)cc2)o1 (centres undefined)
  ·, -12, 3, 10, -3, 15, -0.6, -18, 10, 0, 2
> Cc1ccc(N(CN2C(=O)C3CC=CCC3C2=O)C(=O)c2ccco2)cc1Cl (centres undefined)
  -2, -37, 13, 14, ·, 4, -1.1, 6, 6, -1, -2
> COc1cc(OC)c2c(-c3ccccc3)cc(=O)oc2c1C(CCN1CCN(c2ccccc2)CC1)c1ccc(N(C)C)cc1 (centres undefined)
  -1, 10, 12, 2, -7, -1, -2.7, -12, 12, -3, 17*
> CCn1c(SCCC(=O)Nc2ccccc2)nnc1-c1ccc(OC)cc1
  -5, -4, 11, 3, 0, -2, -0.5, -10, 2, -4, 3
> CC(=O)N1CCc2cc(S(=O)(=O)NCCC(=O)Nc3cccc(C)c3C)ccc21
  -11, -7, -8, 14, -4, 7, 1.8, -8, -36, 2, -1
> C=C1c2cc(OC)ccc2NC(=O)N1CC
  3, -7, -8, 13, -5, -14, -3.7, 12, -22, 1, -1
> O=C(NNc1nc(N2CCCC2)nc(N2CCCC2)n1)c1ccccc1
  10, 8, 11, 3, -9, 2, -1.0, 7, -21, ·, -2
> O=C(NCc1ccco1)c1cccc(-c2ccc3nccn3c2)c1
  7, -21, 4, 10, -5, ·, 4.6, 4, 12, ·, -1
> O=C(COC(=O)c1ccc(O)cc1)Nc1ccc(S(=O)(=O)N2CCOCC2)cc1
  2, 2, 0, 16, -3, 0, 1.7, -7, 14, ·, -3
> Fc1ccc(OCCCCCN2CCCC2)cc1
  2, -13, -1, -14, -8, -12, 0.7, -7, 27, 4, -9
> COc1ccccc1C(=O)NCC(=O)OCC(=O)Nc1nnc(-c2ccccc2)o1
  3, -7, -1, 8, -6, -1, -1.7, 1, 1, 1, -10
> COC(=O)c1ccc(Sc2ccc(F)cc2)c(N)c1
  -5, -27, -132, -212, -5, -55, -1.0, -6, -4, 3, -1
> O=C(OCCCCN1C(=O)c2ccccc2C1=O)c1ccc(S(=O)(=O)N2CCCC2)cc1
  5, -22, -17, 10, ·, 8, 3.2, -8, 11, 1, 1
> COc1cc(NC(=O)Cc2ccc(F)cc2)cc(OC)c1OC
  14, 8, 20, 19, 6, 11, 1.5, 0, 25, 2, -7
> CCOc1ccc(S(=O)(=O)N2CCC(C(=O)N3CCN(c4ccccc4)CC3)CC2)cc1
  3, -6, 21, 2, ·, 13, -0.4, -9, 16, 1, -4
> COc1cc(-c2noc(C)c2/C=C/c2ccc(OC(C)=O)cc2)cc(OC)c1OC
  5, 16, -34, -2, -5, 28, -3.4, 8, 1, 2, 8
> Cc1cccc(N/C=C/C(=C(C#N)C#N)N(C)C)c1
  1, -23, -4, -25, ·, -6, 0.5, 7, 7, 0, 1

Random excerpt: five compounds from above, in no set order.
Order of results: PDI inh, NR2E3 ag-1, Peg3 promoter, HIF-2a inh, CaV13 ICDI inh, MITF TRPM1 inh, hiPSC survival, H9c2 protect, Shn3 inh set2, NR2E3 ag-2, HTR2A ag
> O=C(COC(=O)c1ccc(O)cc1)Nc1ccc(S(=O)(=O)N2CCOCC2)cc1
  2, 2, 0, 16, -3, 0, 1.7, -7, 14, ·, -3
> Fc1ccc(OCCCCCN2CCCC2)cc1
  2, -13, -1, -14, -8, -12, 0.7, -7, 27, 4, -9
> Cc1ccc(N(CN2C(=O)C3CC=CCC3C2=O)C(=O)c2ccco2)cc1Cl (centres undefined)
  -2, -37, 13, 14, ·, 4, -1.1, 6, 6, -1, -2
> COC(=O)c1ccc(Sc2ccc(F)cc2)c(N)c1
  -5, -27, -132, -212, -5, -55, -1.0, -6, -4, 3, -1
> Cc1cccc(N(CC(=O)NCc2ccccc2)C(=O)CCC(=O)Nc2nccs2)c1
  -3, 0, 5, 9, -3, 2, 0.5, -8, 3, 3, -5

The main list resumes; the 6 compounds before the break are reprinted first.
Order of results: PDI inh, NR2E3 ag-1, Peg3 promoter, HIF-2a inh, CaV13 ICDI inh, MITF TRPM1 inh, hiPSC survival, H9c2 protect, Shn3 inh set2, NR2E3 ag-2, HTR2A ag
> COC(=O)c1ccc(Sc2ccc(F)cc2)c(N)c1
  -5, -27, -132, -212, -5, -55, -1.0, -6, -4, 3, -1
> O=C(OCCCCN1C(=O)c2ccccc2C1=O)c1ccc(S(=O)(=O)N2CCCC2)cc1
  5, -22, -17, 10, ·, 8, 3.2, -8, 11, 1, 1
> COc1cc(NC(=O)Cc2ccc(F)cc2)cc(OC)c1OC
  14, 8, 20, 19, 6, 11, 1.5, 0, 25, 2, -7
> CCOc1ccc(S(=O)(=O)N2CCC(C(=O)N3CCN(c4ccccc4)CC3)CC2)cc1
  3, -6, 21, 2, ·, 13, -0.4, -9, 16, 1, -4
> COc1cc(-c2noc(C)c2/C=C/c2ccc(OC(C)=O)cc2)cc(OC)c1OC
  5, 16, -34, -2, -5, 28, -3.4, 8, 1, 2, 8
> Cc1cccc(N/C=C/C(=C(C#N)C#N)N(C)C)c1
  1, -23, -4, -25, ·, -6, 0.5, 7, 7, 0, 1
> CNC(=O)c1ccc(NC(=O)C2CCN(S(=O)(=O)c3cccc(C(F)(F)F)c3)CC2)cc1
  -1, 13, 5, 2, -7, -5, -0.3, 1, -3, 3, -8
> CCOc1cc(S(=O)(=O)N(CC)CC)c(OCC)cc1-n1cnnn1
  -4, -22, 14, -13, -8, 13, -1.1, 8, -30, -1, 6
> CC(=O)Nc1cccc(C(=O)OCC(=O)c2ccc(S(=O)(=O)N3CCCCC3)cc2)c1
  -5, -12, -5, 2, -9, 4, -0.5, -3, -5, -1, 6
> CCOC(=O)NC(=O)c1cn(Nc2ncc(C(F)(F)F)cc2Cl)c(=O)[nH]c1=O
  -5, -14, 7, 13, 0, 2, -0.1, 2, -33, 5, 5
> CCC(=O)Nc1nnc(S(=O)(=O)N(CC(C)C)c2ccccc2)s1
  14, -16, 10, 15, -19, 6, 0.9, -4, 7, -1, -4
> O=C(c1ccco1)N1CCN(C(=O)C23CC4CC(CC(C4)C2)C3)CC1
  -10, 4, 1, 6, -6, -9, 0.9, 0, 3, -2, -1
> Cn1c(SCC(=O)c2ccc(F)cc2)ncc(C(=O)Nc2ccccc2)c1=O
  7, -25, -24, -18, ·, 27, -0.5, 3, -41, 2, 3
> COCCC(=O)N1CCOCC1c1cc(C(=O)NCc2ccccc2)no1 (centres undefined)
  2, -9, 9, -4, -5, ·, 2.8, 3, 1, ·, -2
> CC(C)(C)NC(=O)C1CC(=O)OC1(C)C (centres undefined)
  0, -33, -6, 15, ·, 3, -1.4, 0, 5, 1, 1
> Cc1ccc(S(=O)(=O)N(CC(O)CN2CCCCC2)c2ccccc2)cc1 (centres undefined)
  -5, 10, -1, 5, -5, ·, 1.1, 12, 0, 5, -3
> CC(NC(=O)c1ccc(F)cc1Cl)C1CC2CCC1C2 (centres undefined)
  -5, 5, -24, -36, -3, -5, -0.4, 2, -20, 2, 4
> C=C(C)c1cccc(C(C)(C)NC(=O)N2CCCC2)c1
  1, -14, 15, 18, ·, 3, 3.7, -4, -2, 0, -1
> CCCCCCSc1ccc([C@@H]2[C@@H]3C(=O)N(C)C(=O)[C@@H]3[C@]3(C(=O)OC)CCCCN23)cc1OC
  -1, -20, 18, -7, -9, -6, 3.0, -10, 6, 1, 12
> CCOC(=O)c1oc2ccccc2c1NC(=O)c1ccccc1OC
  1, -8, 24, -105, -8, -7, -1.7, -4, 10, 2, 3
> CCc1cc(=O)[nH]c(SCc2ccc(C)cc2)n1
  -4, -9, -5, 8, 5, 2, -1.1, -6, -15, 2, -3
> Cc1noc(NC(=O)c2ccc(Cl)c(Cl)c2)c1Cl
  3, 3, -40, -107, -7, 1, 0.3, -28, -7, 2, 3
> CC(=O)Nc1sc(NC(=O)c2ccco2)nc1-c1cccs1
  11, -19, -5, -14, -5, 1, 0.2, 3, -9, 0, 0
> CCOCCSc1nnc2nc(C)cc(C)n12
  -1, -12, 2, -4, -5, -4, -2.3, 11, -6, 2, 0
> CCOc1ccc(NC(=O)Nc2ccc3c(c2)nnn3C)cc1
  -1, 1, -19, -28, -8, -25, -1.1, 12, -4, 2, -2
> COC(=O)c1c(C)[nH]c(C(=O)C(C)OC(=O)C2CC2)c1C (centres undefined)
  -10, 2, -9, 1, -2, 7, -1.8, 7, 2, -3, -9
